# ADAM10 inh – human ADAM10 inhibitors, primary screen, biochemical, QFRET, HTS; recombinant ADAM10, EDANS/DABCYL FRET peptide cleavage, 3 h; Disintegrin and metalloproteinase domain-containing protein 10 (Homo sapiens), O14672; actives 0.62% (n = 370,000); inhibition, % at 7 µM;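 active = inhibition above a per-campaign cutoff equal to the mean of compounds falling between control-based bounds plus 3 SD, cut at about 20% in these data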;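 note: 0% = DMSO wells while the 100% control is not disclosed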
# Target sequence (O14672 214-748 limits assumed): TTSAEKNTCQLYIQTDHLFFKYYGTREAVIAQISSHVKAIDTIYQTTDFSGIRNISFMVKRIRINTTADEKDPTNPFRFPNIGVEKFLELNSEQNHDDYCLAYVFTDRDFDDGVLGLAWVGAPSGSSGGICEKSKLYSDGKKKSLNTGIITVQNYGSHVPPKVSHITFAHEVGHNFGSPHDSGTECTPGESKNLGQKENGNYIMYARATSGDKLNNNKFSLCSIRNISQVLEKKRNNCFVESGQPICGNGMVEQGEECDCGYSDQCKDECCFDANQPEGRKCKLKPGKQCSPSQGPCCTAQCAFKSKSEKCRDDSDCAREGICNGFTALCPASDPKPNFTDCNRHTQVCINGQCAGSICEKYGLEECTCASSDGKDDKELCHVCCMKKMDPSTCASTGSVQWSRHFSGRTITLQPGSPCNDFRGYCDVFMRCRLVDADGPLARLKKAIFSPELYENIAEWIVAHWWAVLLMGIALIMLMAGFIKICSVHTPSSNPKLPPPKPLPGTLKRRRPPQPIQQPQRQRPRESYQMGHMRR
# hcDAF12 agonist – H. contortus DAF-12 nuclear receptor activators, primary screen, cell-based, luminescence, HEK293, lit1-tk-luc reporter | HEK293 hcDAF-12 lit1-tk-luc reporter; 0% DMSO, 100% Δ7-dafachronic acid | activation, % at 6.8 µM | actives 1.4% (n = 370,000);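 active = activation above the mean of all tested compounds plus 3 SD, cut at about 5.5% in these data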;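 note: 100% = response to 3 µM Δ7-dafachronic acid high control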
# PG9 Ab binder – binders of HIV-1 gp120 antibody PG9, primary screen, biochemical, TR-FRET. actives 0.43% (n = 360,000). TR-FRET gp120-PG9 antibody binding. inhibition, % at 6.7 µM; in the data active = inhibition above about 8.5%
# ADAM17 inh – ADAM17 inhibitors, primary screen, biochemical, QFRET | Disintegrin and metalloproteinase domain-containing protein 17 (Homo sapiens), P78536 | recombinant ADAM17, EDANS/DABCYL FRET peptide cleavage | inhibition, % at 6.95 µM | actives 0.83% (n = 370,000);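 active = inhibition above the mean of compounds lying between control limits plus 3 SD, set per campaign, cut at about 8.5% in these data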;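 note: 0% = DMSO-only wells as the low control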
# FXN GAA850 act – FXN promoter activators, primary screen, cell-based, luciferase luminescence, HEK293 lucGAA850; HEK293 lucGAA850 FXN promoter luciferase reporter, 24 h; percent of 10 µM SAHA response; activation, % at 6 µM; actives 0.56% (n = 360,000);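 active = activation above the average of all compounds screened plus 3 SD, cutoff fixed separately per campaign, cut at about 7.5% in these data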;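 note: 0% = DMSO wells and 100% = 10 µM SAHA wells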
# DAX1 inh-1 – DAX1 (NR0B1) inhibitors on StAR promoter, primary screen, cell-based, luminescence, SF-1 (NR5A1), full-length DAX-1; HEK293T StAR-luciferase reporter, SF-1/DAX-1 repression relief; inhibition, % at 6.8 µM; actives 1.1% (n = 370,000); AID 652010, 2013;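 active = inhibition above the mean over all tested compounds plus 3 SD, cut at about 3.6% in these data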;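 note: 0% = DAX-1 cells with DMSO and 100% = cells lacking DAX-1 with DMSO; higher inhibition means more luminescence from relief of DAX-1 repression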
# ssDAF-12 act – S. stercoralis DAF-12 nuclear receptor activators, primary screen, cell-based, luminescence, HEK293, GRIP1 co-expression, lit1-tk-luc | HEK293 ssDAF-12/GRIP1 lit1-tk-luc reporter; % of 3 µM dafachronic acid response | actives 1% (n = 370,000) | activation, % at 6.8 µM | Nuclear hormone receptor DAF-12 (Strongyloides stercoralis) | AID 652126, 2013;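 active = activation above the mean over all tested compounds plus 3 SD, cut at about 0.9% in these data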;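 note: 0% = DMSO-only wells and 100% = 3 µM delta7-dafachronic acid wells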
# DAX1 inh-2 – DAX1 (NR0B1) inhibitors, primary screen, cell-based, HEK293, Gal4-DAX1, luciferase luminescence; HEK293 Gal4-DAX1 luciferase reporter; Nuclear receptor subfamily 0 group B member 1 (Homo sapiens), P51843; inhibition, % at 6.75 µM; actives 0.99% (n = 340,000); AID 504766, 2011;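 active = inhibition above the mean over all tested compounds plus 3 SD, cut at about 4.2% in these data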;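 note: 0% = DAX1-transfected cells with DMSO and 100% = empty-vector control cells with DMSO; inhibition shows as a rise in luminescence from relieved DAX1 repression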
# Target sequence (P51843 207-470 limits assumed): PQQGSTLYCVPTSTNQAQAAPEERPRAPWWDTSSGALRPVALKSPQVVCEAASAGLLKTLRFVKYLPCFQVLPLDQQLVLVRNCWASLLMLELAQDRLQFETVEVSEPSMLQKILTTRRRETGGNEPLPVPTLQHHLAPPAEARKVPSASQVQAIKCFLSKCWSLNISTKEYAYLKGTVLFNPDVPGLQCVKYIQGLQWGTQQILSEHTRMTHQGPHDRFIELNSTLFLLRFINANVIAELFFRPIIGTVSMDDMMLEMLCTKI
# hgDAF12 agonist – H. glycines DAF-12 receptor agonists, primary screen, cell-based, luminescence, HEK293, GAL4 fusion, UAS-luciferase; Nuclear hormone receptor DAF-12 (Heterodera glycines), GAL4 fusion; actives 1.8% (n = 370,000); AID 687014, 2013; HEK293 GAL4-hgDAF12 UAS-luciferase reporter, agonist luminescence; normalized to butyrate control; activation, % at 6.8 µM;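 active = activation above a cutoff set at the mean of all screened compounds plus 3 SD, cut at about 10% in these data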;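 note: 0% = DMSO wells and 100% = sodium butyrate wells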
# GC-A act – GC-A stimulated cGMP production enhancers – HEK293 GC-A cells, cGMP TR-FRET, EC30 ANP, primary screen | Atrial natriuretic peptide receptor 1 (Homo sapiens), P16066 | 0% at EC30 ANP, 100% saturating ANP | activation, % at 10 µM | actives 0.14% (n = 370,000) | AID 1671463, 2021; in the data active = activation above about 40%
# SMARCA2 activ – SMARCA2 (BRM) function activators, primary screen, cell-based, luminescence, high throughput; MG213 cells, MMTV-luciferase reporter, dexamethasone, overnight; activation, % at 9.1 µM; actives 1% (n = 370,000); in the data active = activation above about 7.8%;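 note: 0% = vehicle wells and 100% = reference activator wells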
# The depositor's hits bear a star; i = inactive; · = no result given.
SMILES,ADAM10 inh,hcDAF12 agonist,PG9 Ab binder,ADAM17 inh,FXN GAA850 act,DAX1 inh-1,ssDAF-12 act,DAX1 inh-2,hgDAF12 agonist,GC-A act,SMARCA2 activ
Cc1nc2ccccc2c(=O)n1NC(=O)c1cc(Br)ccc1Cl,-5,-1.3,0.7,-7,-0.8,0.0,-1.7,0.8,-1.0,1,1
Cc1ccc(C)c(Cn2c(=O)n(CCCC(=O)NCc3ccco3)c(=O)c3sccc32)c1,8,-0.1,18*,-2,-5.8,0.5,-1.1,0.5,0.2,-9,-2
Cc1ccc(NS(=O)(=O)c2cc(Br)cnc2N)cc1C,13,-0.6,1.1,2,1.3,-0.3,-0.9,-0.4,-0.2,-3,-1
COc1ccc(OC)c(S(=O)(=O)NCc2nc3nc(C)cc(C)n3n2)c1,10,-0.3,-2.0,-2,0.5,0.5,-0.8,0.1,-1.0,-4,-6
Cc1ccc(Cl)cc1NS(=O)(=O)c1ccc(-n2cccn2)cc1,0,0.0,-3.4,1,-2.1,0.9,-1.1,0.4,-0.1,0,-4
Cc1ccc(-n2c(C)cc(C(=O)CN3C(=O)C(=O)N(C4CCCC4)C3=O)c2C)cc1,-3,-1.9,0.2,-9,-0.8,0.0,-2.0,0.2,-4.4,3,-3
CC1(C)CC(=O)C=C(c2cccc3c2sc2ccccc23)C1,7,-1.9,-0.2,-2,2.0,-0.1,-1.2,-0.9,1.3,0,4
O=C(Nc1cccc2cccnc12)c1ccc(Cl)cc1Cl,4,2.6,-0.7,-6,2.0,-0.2,-0.8,1.9,1.8,8,0
O=C(NCc1ccc2c(c1)OCO2)c1ccc(-n2cnnn2)cc1,-11,-0.2,0.4,1,3.6,0.5,-0.2,-0.9,1.0,-2,-2
c1ccc([C@H]2CN3CCSC3=N2)cc1,-8,-1.5,-2.5,-3,4.1,0.1,-1.6,0.8,0.5,1,0
O=C(O)c1cccc(-n2cccc2C=C2C(=O)c3ccccc3C2=O)c1,0,2.2,-1.3,3,-0.5,0.2,-0.4,-0.6,1.5,0,-1
O=C1CCCc2ccc3ccccc3c21,-5,0.3,-1.1,-2,-0.6,0.5,-1.5,1.2,4.1,1,1
CC(C)Oc1ccc(C(=O)OCC(=O)NC(=O)NC2CCCC2)cc1,-2,-0.7,1.6,-3,0.4,0.7,-0.8,0.6,-0.2,-1,0
Cc1cc(C)cc(CC2CC(=O)N(c3cc(C)on3)C2=O)c1 (stereo not drawn),8,-0.9,-1.0,-2,-3.3,-0.6,-1.1,1.1,-0.7,2,0
CCCCn1c(Cc2ccccc2)n[nH]c1=S,-3,-1.2,-0.3,-1,-0.5,0.0,-1.4,0.6,0.0,-3,0
CC(C)(C)OC(=O)N1CCC2CCN(S(C)(=O)=O)CC21 (stereo not drawn),-9,-0.2,-0.5,-6,·,-0.8,-0.7,·,1.8,2,1
O=C(CCS(=O)(=O)Cc1ccccc1)Nc1ncc([N+](=O)[O-])s1,-7,1.1,3.1,-8,-1.1,4.0*,0.5,0.5,0.3,1,0
c1ccc(COc2ncnc3c2ncn3CCCNCCN2CCOCC2)cc1,3,-0.2,0.5,-2,0.9,1.2,0.0,-0.2,-0.1,3,-2
COc1ccccc1NC(=O)COc1ccc(C(F)(F)F)cc1[N+](=O)[O-],-2,-1.4,-0.6,-3,2.7,-0.5,-1.1,0.4,1.2,-2,-2
COC(=O)[C@@H](NC(=O)NC1CCCCC1C)C(C)C (stereo partly drawn),1,-0.7,-0.9,-1,0.3,-0.9,-1.4,0.4,2.0,-4,-2
CCC(C)n1c(SCc2ccccc2)nc2ccsc2c1=O (stereo not drawn),5,0.2,-2.4,2,3.6,-0.9,-0.7,-1.5,5.5,-3,1
CC1(C)Cc2ccccc2-c2nc(NCCO)n(-c3ccccc3)c(=O)c21,i,-0.2,1.6,i,1.5,-0.2,-1.2,-1.0,-0.8,-5,2
COc1ccc(C(=O)NNC(=O)c2ccc(C(C)(C)C)cc2)cc1,-6,-2.5,1.0,-3,-0.1,0.6,-1.3,1.0,-1.2,3,0
CCOC(=O)C1CCN(C(=O)CN(c2ccc3c(c2)OCO3)S(C)(=O)=O)CC1,1,-0.7,2.1,-4,2.3,0.1,-1.2,-0.3,-1.7,-1,-2
COc1cc(OC)c(OC)cc1CN1CCN(S(=O)(=O)c2ccc(NC(C)=O)cc2)CC1,1,0.4,-0.4,0,-0.9,0.4,-1.1,0.2,-2.1,5,-1

# (next part)
SMILES,ADAM10 inh,hcDAF12 agonist,PG9 Ab binder,ADAM17 inh,FXN GAA850 act,DAX1 inh-1,ssDAF-12 act,DAX1 inh-2,hgDAF12 agonist,GC-A act,SMARCA2 activ
Cc1ccc(NC(=O)c2ccc(=O)[nH]c2)cc1S(=O)(=O)N1CCCCCC1,4,-1.0,-0.8,0,-0.5,-3.2,-0.8,0.1,-6.4,-1,2
CCOc1ccc(C(=O)OCC(=O)Nc2nc(OC)cc(OC)n2)cc1OCC,5,0.4,1.9,1,-0.9,0.5,-1.9,0.3,-0.1,8,1
O=C(Nc1ccc2[nH]c(=O)[nH]c2c1)Nc1ccc(F)cc1F,-10,-1.9,-3.1,-6,3.1,0.1,-1.7,0.1,-1.8,-3,0
N=c1c(C(=O)NCC2CCCO2)cc2c(=O)n3ccccc3nc2n1C1CCCC1 (stereo not drawn),i,-0.4,0.4,i,4.1,0.0,-0.5,-1.4,-0.1,10,1
CCC1CCCCN1Cc1nc2c(c(=O)n(C)c(=O)n2C)n1CC(C)C (stereo not drawn),-5,-0.4,-0.2,-2,0.3,-1.1,-1.4,-1.5,4.1,-1,4
O=C(CNC(=O)C1CCCCC1)OCC(=O)c1cccc(Cl)c1,-1,-0.1,-1.2,3,1.1,1.1,-1.2,2.4,-1.6,3,3
Cc1ccn2c(/C=N/OCc3ccc(F)cc3)c(-c3ccc(Cl)cc3)nc2c1,-6,0.2,-3.1,-7,1.5,0.1,-1.4,0.0,1.1,3,0
CC1=C(C(=O)N2CCOCC2)CC(CC(=O)NC2CCCC2)C(=O)N1CCCN1CCCC1=O (stereo not drawn),1,0.4,0.7,-3,-1.0,0.2,-0.7,0.5,3.9,4,0
CCOC(=O)C(=O)N(C)c1c(CC)nc2c(OCc3ccccc3C)cccn12,-2,0.7,0.0,0,-2.1,-0.2,-1.5,·,-1.6,-1,-1
O=C(c1cccc([N+](=O)[O-])c1)N1CCc2ccccc21,1,-0.7,0.1,3,1.4,-0.8,-1.1,-1.0,0.6,4,-4
Cc1[nH]c2ccccc2c1/C=N/NC(=O)CCC(=O)Nc1ccccc1,2,1.9,0.0,-2,1.9,0.0,-0.6,0.1,-1.5,0,-3
O=C1COc2ccc(-c3csc(=Nc4ccc(OC(F)F)cc4)n3CC3CCCO3)cc2N1 (stereo not drawn),8,0.7,-0.2,2,0.5,-2.8,-1.4,-2.1,-0.4,-1,-7
Cc1cc(N2CCOCC2)n2cc(-c3ccccc3)nc2n1,-51,-0.3,0.3,-18,-0.6,0.1,-0.9,-0.2,1.3,6,-2
O=C(O)c1sc2cc(C(F)(F)F)cnc2c1-c1ccccc1,2,-0.3,-2.3,1,-0.1,-0.7,-1.7,1.5,0.8,-2,1
COc1ccc(N2CCN(CC(O)COc3ccc(C)c(C)c3)CC2)cc1 (stereo not drawn),3,1.6,-3.6,1,0.2,0.5,-1.4,-1.3,-3.4,-2,5
CCn1c(CNC(=O)c2ccc(OC)c(OC)c2)nnc1SCC(=O)Nc1ccccc1,4,-1.6,-3.6,2,-1.0,-0.6,-1.0,-2.4,-1.9,-4,-1
Cc1ccc(S(=O)(=O)N2CCOCC2)cc1C(=O)OCC(=O)N1CCCC1=O,-5,-0.9,0.0,0,-0.8,0.3,-1.0,0.0,0.2,1,-4
COc1ccc(C2CC(=O)C3=C(C2)Nc2ncnn2C3c2ccccc2)cc1 (stereo not drawn),-26,1.9,-2.9,-11,1.1,-0.5,-1.4,-0.5,-1.7,2,2
Cc1ccc(NC(=O)c2c(C)nc3sc(C(=O)NC4CCCC4)c(N)c3c2-c2ccco2)c(C)c1,1,-0.2,-1.1,2,-2.5,-0.4,-1.8,-1.3,-0.4,-1,-1
O=[N+]([O-])c1ccc(C(O)CN2CCN(C/C=C/c3ccccc3)CC2)cc1 (stereo not drawn),3,-2.5,-2.0,0,0.1,-0.6,-0.9,-0.4,-3.2,6,-3
CCN(CC)CCCNC(=O)c1ccc(N2CCCCC2)c(NS(=O)(=O)c2ccc(C)cc2)c1,-4,-1.0,-2.7,-3,0.7,0.1,-1.2,2.0,-3.4,1,6
c1ccc(-c2csc3ncnc(NCc4ccccn4)c23)cc1,-8,-2.9,0.7,-5,0.1,-0.8,-2.6,-4.0,-5.8,-4,-5
O=C(/C=C/c1ccccc1Cl)Nc1ccc(S(=O)(=O)Nc2ncccn2)cc1,0,-1.3,-0.8,-2,1.0,0.0,-0.7,-0.2,0.9,1,1
O=C(Nc1ccccc1Cl)N1CCN(Cc2ccc3c(c2)OCO3)CC1,0,-1.1,0.3,-2,1.7,0.0,-0.9,1.3,-0.8,-3,-1
COc1cccc(CN2C(=O)CCC2(C)C(=O)NCCc2ccc(OC)c(OC)c2)c1 (stereo not drawn),3,0.3,-1.8,-2,0.2,0.1,-0.7,-0.9,-1.3,-4,6
Cc1cc(C)cc(N(CC(=O)NC2CCCC2)S(=O)(=O)c2c(C)[nH]c(=O)[nH]c2=O)c1,15,0.0,-1.5,1,0.6,-0.9,-0.6,3.8,-1.5,1,-4
Cn1nc(C(=O)OCC(=O)NC2CCS(=O)(=O)C2)c2ccccc2c1=O (stereo not drawn),-10,0.9,2.0,-6,-0.1,-0.3,-1.6,0.5,-2.6,0,-3

# Results in DAX1 inh-1, hgDAF12 agonist and hcDAF12 agonist, for some of the entries so far:
structure	DAX1 inh-1	hgDAF12 agonist	hcDAF12 agonist
CCC(C)n1c(SCc2ccccc2)nc2ccsc2c1=O (stereo not drawn)	-0.9	5.5	0.2
O=C(CNC(=O)C1CCCCC1)OCC(=O)c1cccc(Cl)c1	1.1	-1.6	-0.1
COc1cccc(CN2C(=O)CCC2(C)C(=O)NCCc2ccc(OC)c(OC)c2)c1 (stereo not drawn)	0.1	-1.3	0.3

# An unsorted share of the library, and some 6.8% of all compounds hit somewhere here.
